Rv3671c inh: inhibitors of M. tuberculosis serine protease Rv3671c; 320,000 tested, 0.048% active; inhibition, % at 5.96 µM; in the data active = inhibition above about 38%;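 also: extracellular domain of Rv3671c used as enzyme; 0% = enzyme with DMSO and 100% = no enzyme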
Target sequence (P9WHR9 whole entry, looked up, the tested form may be a part): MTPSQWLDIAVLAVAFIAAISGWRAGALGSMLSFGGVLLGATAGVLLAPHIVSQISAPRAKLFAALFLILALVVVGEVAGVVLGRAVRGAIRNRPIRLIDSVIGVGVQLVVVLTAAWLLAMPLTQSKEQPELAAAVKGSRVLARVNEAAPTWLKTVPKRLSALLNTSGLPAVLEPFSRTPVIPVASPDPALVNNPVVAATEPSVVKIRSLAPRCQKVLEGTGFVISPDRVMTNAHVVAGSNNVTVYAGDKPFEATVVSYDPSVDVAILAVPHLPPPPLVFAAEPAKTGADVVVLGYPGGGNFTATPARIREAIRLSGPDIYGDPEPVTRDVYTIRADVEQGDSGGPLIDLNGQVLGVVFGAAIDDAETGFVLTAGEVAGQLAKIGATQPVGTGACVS
VHR inh abs: DUSP3 (human) phosphatase inhibition | P51452 | recombinant VHR phosphatase, pNPP absorbance | inhibition, % at 13.3 µM | 290,000 tested, 0.52% active; in the data active = inhibition above about 50%; also: some compounds called inactive have numbers as strong as hits
Target sequence (P51452 whole entry, looked up): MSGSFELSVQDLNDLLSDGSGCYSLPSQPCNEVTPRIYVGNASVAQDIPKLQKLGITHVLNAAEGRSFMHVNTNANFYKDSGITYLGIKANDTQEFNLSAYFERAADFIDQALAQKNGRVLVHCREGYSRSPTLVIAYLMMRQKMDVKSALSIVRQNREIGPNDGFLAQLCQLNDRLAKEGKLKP
Anthrax LF prot: anthrax lethal factor protease inhibition; inhibition, % at 10 µM; P15917; 360,000 tested, 0.12% active; multiplex microsphere protease cleavage assay, LF; also: plate controls were buffer without enzyme for full effect and enzyme alone for no effect
PrPC TRFRET: reduces human prion protein on the cell surface | cell surface PrPC, TR-FRET read-out | 370,000 tested, 0.43% active | inhibition, % at 13.8 µM; in the data active = inhibition above about 24%; also: 0% = median of the test wells and 100% = reference compound wells
SSB-PriA inh: inhibitors of Klebsiella pneumoniae PriA binding to SSB C-terminal tail | inhibition, % at 33 µM | AID 1272365 | 430,000 tested, 0.6% active | AlphaScreen SSBct-PriA binding, biotinylated peptide; in the data active = inhibition mostly above about 37%, no sharp cut-off; inactive = mostly below about 20%;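 also: plate controls were negative control peptide for no effect and reference peptide for full effect; strong numbers were not always called active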
CCHFV vOTU inh: CCHFV vOTU protease inhibition; Pep-AMC fluorescence; inhibition, % at 11.5 µM; 370,000 tested, 0.55% active; in the data active = inhibition above about 30%; also: 0% = vehicle wells with enzyme and 100% = no enzyme wells
SARS 3CLpro inh: SARS-CoV 3CLpro protease inhibition | recombinant SARS-CoV 3CLpro, quenched FRET peptide cleavage | P0C6X7 | 290,000 tested, 0.14% active | inhibition, % at 6 µM; in the data active = inhibition above about 12%
BoNT-F LC inh: blocks Botulinum neurotoxin F light chain protease; Multiplex microsphere protease cleavage assay, flow cytometry; inhibition, % at 10 µM; 360,000 tested, 0.22% active; in the data active = inhibition above about 35%, passing the limit was not always enough; inconclusive = no clear call, values can overlap the other calls; also: plate controls were buffer without enzyme for full effect and enzyme alone for no effect
MazF activator: increases E. coli MazEF RNase cleavage of RNA; P0AE70; FAM/BHQ RNA-DNA oligo cleavage fluorescence, 5 h; activation, % at 20 µM; 350,000 tested, 0.32% active; in the data active = activation above about 50%
Target sequence (P0AE70 whole entry, looked up): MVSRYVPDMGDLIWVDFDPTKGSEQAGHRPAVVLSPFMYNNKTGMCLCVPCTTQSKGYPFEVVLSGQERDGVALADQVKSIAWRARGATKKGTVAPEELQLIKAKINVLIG
BoNT-A LC inh2: blocks Botulinum neurotoxin A light chain protease; AID 588499; multiplex microsphere protease substrate cleavage, flow cytometry; inhibition, % at 10 µM; 360,000 tested, 0.17% active; also: plate controls were buffer without enzyme for full effect and enzyme alone for no effect
The depositor's hits bear a star; ? = inconclusive; . = not tested or not shown; & = joins results of further samples. Rule as the data show it, unless noted: active = inhibition above about 30%; inconclusive = no clear call, values can overlap the other calls; inactive = below that. An excerpt; the hit share may differ from the screen's.

SMILES | Rv3671c inh | VHR inh abs | Anthrax LF prot | PrPC TRFRET | SSB-PriA inh | CCHFV vOTU inh | SARS 3CLpro inh | BoNT-F LC inh | MazF activator | BoNT-A LC inh2
CN(CC(=O)Nc1ccc(Cl)c(C(F)(F)F)c1)C(=O)CCCNC(=O)c1ccc(Cl)cc1 | -4.1 | . | 1.2 | -10.0 | -13.4 | 3.9 | . | ? | 0.4 | 3.6
Cc1ccc2nc(-c3sc4nc(C)cc(C)c4c3N)[nH]c2c1 | 11.8 | -0.2 | 1.7 | -2.4 | -1.8 | 1.8 | 2.0 | -7.6 | 6.3 | -0.1
COc1ccc(/C=C/c2nc(N)nc(-c3ccccc3O)n2)cc1OC | -60.6 | 0.1 | -0.6 | -3.2 | 29.9 | 1.6 | -1.8 | -4.2 | 2.6 | 0.5
Cc1cc(-c2ccc(C)c(S(=O)(=O)NCCc3ccc(S(N)(=O)=O)cc3)c2)on1 | -12.2 | 3.7 | -0.5 | -6.7 | 2.5 | 2.2 | -0.4 | 12.0 | 3.6 | 0.5
N=c1sccn1CC(=O)Nc1cccc(Oc2ccccc2)c1 | -3.4 | 23.5 | -0.9 | -8.1 | -16.4 | 9.2 | 2.0 | 2.5 | 17.5 | 0.0
CN(C)N1C(N)=C(C#N)C(c2ccsc2)C2=C1CCCC2=O (configuration not stated) | 7.1 | 2.6 | -1.6 | -3.9 | -4.4 | -15.0 | -11.4 | -7.0 | -3.1 | 0.3
Cc1cccc(C(=O)OCC(=O)N2CCc3ccccc3C2)c1O | 3.7 | . | -6.7 | 3.7 | -0.5 | 4.8 | . | -5.5 | 0.2 | -0.2
CCOC(=O)C1Cn2c(nc3c(c2=O)C(C)(CC)Cc2ccccc2-3)S1 (configuration not stated) | 0.4 | 7.2 | -4.5 | -6.7 | -13.4 | 7.8 | -3.4 | -9.8 | -2.9 | -0.6
O=C(OCC(=O)c1cccs1)c1ccccc1 | 4.3 | 1.9 | -3.3 | -2.3 | -63.0&-11.5 | 1.2 | -0.5 | -2.0 | -0.5 | 0.5
COc1ccc(NC(=O)CCC(=O)OCc2ccc(C(=O)Oc3ccc(Cl)cc3)cc2)cc1 | -2.4 | 5.0 | -1.6 | 4.7 | -11.2 | -17.6 | -0.1 | -0.9 | -13.7 | -0.2
Cc1nc(=O)c(-c2ccccc2)c(C)n1CCO | 0.4 | 11.7 | -1.0 | 1.3 | -9.4 | 13.8 | 3.0 | 10.0 | -3.3 | -1.2
Cc1ccc(/C=C2/NC(=O)N(Cc3ccccc3F)C2=O)o1 | 13.2 | 9.1 | -0.4 | -8.6 | -2.3 | -3.8 | -0.2 | -4.9 | 10.1 | -0.2
O=C(C1c2ccccc2C(=O)N2CCc3ccccc3C12)N1CCN(Cc2ccccc2)CC1 (configuration not stated) | -3.7 | 13.6 | -4.2 | -2.4 | -21.5 | 2.2 | -1.4 | -15.0 | -3.4 | -0.9
CC(Sc1nc(N)cc(N)n1)C(=O)NCCC1=CCCCC1 (configuration not stated) | -3.9 | . | -7.0 | 1.6 | 5.6 | 13.7 | . | 3.8 | 1.7 | 2.9
COC(=O)c1ccccc1NC(=O)c1c(O)c2c([nH]c1=O)CCCC2 | 1.5 | 23.8 | 1.5 | 0.9 | 3.3 | 7.2 | -2.1 | -9.4 | 5.0 | 1.0
Nc1[nH]c(=O)nc(Nc2ccccc2)c1N=O | -7.7 | . | 0.8 | -18.5 | -8.7 | -1.0 | . | -3.9 | 2.6 | -0.3
O=C(CN1CCCCC1)N1CCCc2ccccc21 | 4.4 | 17.5 | -2.6 | -8.2 | -8.4 | 2.4 | -3.9 | -0.3 | -8.8 | 0.1
COc1ccc(N(CC(=O)N2CCN(c3cccc(Cl)c3)CC2)S(=O)(=O)c2c(C)noc2C)cc1 | -4.2 | 3.7 | -0.1 | -4.6 | -5.0 | 9.2 | 5.8 | -1.6 | 5.0 | -0.7
O=C(Nc1ccccc1C(=O)O)c1cccc(NS(=O)(=O)c2ccc(Br)cc2)c1 | -26.2 | 27.2 | 6.4 | 3.4 | 1.1 | 17.9 | 11.1 | 6.1 | 2.9 | 0.3
O=C(CN1C(=O)CSc2ccc(S(=O)(=O)N3CCCCC3)cc21)NCc1ccccc1 | -3.7 | -3.0 | 0.9 | 8.2 | -3.3 | 12.4 | -0.7 | 6.7 | 8.9 | 0.3
O=C(Nc1nnc(-c2ccncc2)o1)c1ccccc1F | 6.9 | 22.5 | -4.0 | -1.1 | 17.8 | 4.6 | -2.3 | -4.9 | -37.8 | 0.1
CN(c1ccccc1)S(=O)(=O)c1ccc(C(=O)NCCc2ccc(F)cc2)cc1 | -14.4 | 1.4 | 5.2 | -2.5 | -10.2 | 12.0 | -1.4 | -1.0 | 5.0 | 0.9
Cc1cccc(C)c1NC(=S)Nc1ccc(F)cc1 | 7.2 | 5.1 | 1.0 | 5.8 | 3.1 | -9.4 | 1.4 | -2.5 | 16.3 | 1.0
O=[N+]([O-])c1cnccc1-n1nnc2ccccc21 | . | . | 5.9 | -14.8 | . | -5.9 | . | 5.0 | . | 0.8
CCCCCC(=O)N1C[C@@H](O)[C@H](n2cc(-c3ccc(F)cc3)nn2)C[C@@H]1c1ccc(OC)cc1 | . | . | -0.7 | 2.1 | . | 10.8 | . | -0.7 | 4.3 | 0.3
CCOC(=O)Cn1c(-c2cccnc2Cl)nc2cc(Cl)c(Cl)cc21 | 2.1 | 21.3 | 2.2 | -0.7 | -16.9 | -5.4 | 1.0 | -1.5 | 3.2 | ?
CCOc1ccc(NC(=O)[C@H](Cc2ccccc2)NC(=O)C2CCNCC2)cc1 | -8.1 | 9.7 | 0.0 | -2.6 | -8.9 | 3.6 | -3.3 | 3.0 | -7.5 | -0.5
O=C(NC1=NCCS1)c1ccc(N2CCCC2=O)cc1 | -0.8 | 4.7 | 3.7 | -1.7 | -14.2 | 7.7 | 3.0 | 1.5 | 1.9 | -1.0
O=C(CC1CCCC1)NNC(=O)c1ccc(Br)cc1 | -1.6 | . | -9.0 | -3.4 | -13.9 | 15.0 | . | 1.0 | 4.7 | 0.3
O=C1NCN(c2ccccc2)C12CCN(c1nnnn1-c1ccccc1)CC2 | -0.8 | 31.8 | -2.2 | 9.4 | -2.9 | 8.2 | 2.8 | -1.3 | -0.3 | -0.8
CC(C)(C)[C@@H]1COC(=O)[C@H](Cc2ccc(F)cc2)CC/C=C\C[C@@H](CC(=O)N(CCO)Cc2ccccc2)C(=O)N1 | 4.5 | . | -3.5 | 9.4 | -13.2 | 19.7 | . | 1.0 | 3.8 | 0.5
Cc1ccccc1OCC(=O)N(Cc1nc(-c2ccccc2)no1)C(C)C | -1.9 | -4.0 | -2.2 | -4.4 | -17.1 | -7.8 | -0.9 | 0.7 | -8.0 | -0.6
COCCNC(=O)c1ccc(CS(=O)(=O)c2ccc(OC)cc2)o1 | -4.4 | 33.6 | -2.9 | 0.6 | -9.1 | -2.2 | -5.5 | 0.3 | 9.6 | -1.0
COc1ccc(S(=O)(=O)N2CCC(C(=O)NCCC(=O)NCc3ccccn3)CC2)cc1 | . | . | -3.1 | 7.7 | . | 2.0 | . | -0.8 | 5.3 | -0.7
CCOC(=O)c1csc(Nc2nc3ccc(F)cc3s2)n1 | -0.3 | 22.4 | -1.2 | 11.8 | 4.0&-5.2 | -8.0 | -0.8 | -16.1 | 9.5 | -0.9
CN1C(=O)OC2(C)CCc3ccccc3C12C (configuration not stated) | 7.2 | 32.6 | -2.0 | 0.5 | -14.9 | 1.3 | -4.0 | -4.5 | 3.3 | 0.2
C[C@H]1CN([C@@H](C)CO)C(=O)CCCn2nncc2CO[C@H]1CN(C)C(=O)Cc1ccccc1 | . | . | 0.7 | 0.1 | . | -3.8 | . | 5.0 | 8.6 | 0.2
O=C(CCN1C(=O)/C(=C\c2ccccc2)SC1=S)NNC(=O)c1ccncc1 | -9.4 | 13.1 | ? | 6.0 | -8.1 | -5.1 | 0.4 | -3.6 | -20.0 | 6.0
Cn1c(=O)c(Sc2ccccc2)c(O)c2ccccc21 | 0.9 | 17.9 | -3.0 | 2.2 | 2.1 | -7.5 | 4.9 | -0.8 | 7.4 | -0.7
CC(=O)N1N=C(c2ccccc2)CC1c1ccccc1[N+](=O)[O-] (configuration not stated) | -7.7 | 11.9 | -0.6 | -8.4 | 3.2 | -14.1 | 4.1 | 5.8 | 5.2 | -0.3
COc1ccc(-c2nc(N)ncc2-c2ccc(OC)c(OC)c2)c(O)c1 | . | 39.6 | 4.4 | -1.4 | 12.7 | 5.6 | 3.1 | 4.6 | 6.3 | -1.8
CCCc1cc(=O)[nH]c(SCC(=O)Nc2cc(S(=O)(=O)N3CCCCC3)ccc2Cl)n1 | . | . | -5.8 | 5.1 | 10.2 | 16.8 | . | -1.6 | -1.7 | -0.3
O=C(CSCc1ccco1)Nc1cc(C(F)(F)F)ccc1N1CCOCC1 | 5.8 | 9.5 | 3.0 | 0.3 | -16.6 | -4.8 | -2.0 | -10.4 | 6.7 | 1.1
O=C(CN1CCC(NC(=O)c2ccco2)CC1)Nc1cccc2ccccc12 | 5.2 | 48.5 | 4.1 | -7.6 | -16.3 | -1.1 | 1.9 | 24.3 | 4.6 | 2.0
Brc1nnc2n1-c1ccccc1Sc1ccccc1-2 | -6.9 | 3.3 | 0.9 | 2.7 | -7.9 | -1.3 | 4.3 | -4.9 | -13.2 | -0.1
CC(C)(C)C(=O)Nc1ccc(C(=O)N/N=C/c2ccccc2OC(=O)c2ccc(Cl)cc2Cl)cc1 | -20.4 | 10.4 | -3.6 | -1.1 | . | 6.8 | 4.8 | -1.0 | -0.9 | -0.7
COc1cccc(C(=O)/C=C2\Sc3ccccc3N2C)c1 | 4.9 | 32.4 | 4.8 | -12.7 | -56.9 | -3.3 | -0.5 | -5.1 | 9.4 | -0.4
CCOc1ccc(C(Nc2cccnc2)c2cc(Cl)c3cccnc3c2O)cc1 (configuration not stated) | 8.0 | -15.0 | 4.6 | -5.4 | 34.2 | 4.0 | 0.7 | 4.4 | -24.8 | 0.2
Cc1cccc(-n2c(Cc3cc(=O)[nH]c(=O)[nH]3)nnc2SC(C)C)c1 | 0.7 | -7.5 | -0.6 | -11.6 | -5.2 | 1.2 | 1.3 | -3.9 | -11.9 | -0.8
CC1=Nc2ccccc2/C1=C/c1c(O)n(C)c(=O)[nH]c1=O | -8.4 | 9.8 | -5.1 | -0.2 | . | -4.5 | -0.7 | ? | -42.2 | 1.4

Next records
SMILES | Rv3671c inh | VHR inh abs | Anthrax LF prot | PrPC TRFRET | SSB-PriA inh | CCHFV vOTU inh | SARS 3CLpro inh | BoNT-F LC inh | MazF activator | BoNT-A LC inh2
O=C(CCl)N(O)c1ccc(C=Cc2ccccc2)cc1 | . | . | 4.7 | 1.4 | 0.7 | 2.7 | . | -1.1 | 4.0 | -0.1
CCCCCCNC(=O)c1cc(-c2ccco2)nc2ccccc12 | -7.6 | 13.6 | -6.2 | -0.9 | -8.2 | -71.9 | 0.2 | -13.8 | 0.0 | -0.5
COc1cc(C)c(-c2cc(C(=O)O)c(C)o2)cc1C(C)C | 5.6 | -13.2 | -11.0 | -0.8 | 4.8 | -2.8 | 9.8 | -0.6 | -14.1 | -0.8
Cc1ccc(C(=O)CSc2nc3ccc(C(=O)NCCN4CCCCC4)cc3c(=O)[nH]2)cc1 | -17.1 | 33.9 | 8.4 | -2.5 | -1.1 | -5.4 | . | -2.2 | 1.5 | 0.6
CCS(=O)(=O)N1CCN(C2CCC(c3ccccc3)CC2)CC1 (configuration not stated) | 3.8 | 6.7 | -1.0 | . | . | . | 1.2 | -3.0 | . | 0.2

Rewritten with two lines to a compound: part of the list above.
Values run as follows: Rv3671c inh | VHR inh abs | Anthrax LF prot | PrPC TRFRET | SSB-PriA inh | CCHFV vOTU inh | SARS 3CLpro inh | BoNT-F LC inh | MazF activator | BoNT-A LC inh2
O=C(CCl)N(O)c1ccc(C=Cc2ccccc2)cc1
    . | . | 4.7 | 1.4 | 0.7 | 2.7 | . | -1.1 | 4.0 | -0.1
CCCCCCNC(=O)c1cc(-c2ccco2)nc2ccccc12
    -7.6 | 13.6 | -6.2 | -0.9 | -8.2 | -71.9 | 0.2 | -13.8 | 0.0 | -0.5
